All columns: NCI-60 one-dose screen, growth in % after 48 h at 10 µM unless noted; 100 = growth as untreated, 0 = no growth, -100 = all killed.
HT29 – HT29 colon cancer; actives 7.4% (n = 81,000)
NCI-H460 – NCI-H460 lung cancer | actives 6.8% (n = 82,000)
NCI-H322M – NCI-H322M lung cancer. AID 1794733. actives 2.7% (n = 80,000)
RXF 393 – RXF 393 renal cancer cells. actives 6.9% (n = 77,000). AID 1794773
NCI-H226 – NCI-H226 lung cancer; AID 1794732; actives 3.5% (n = 79,000)
A498 – A498 renal cancer cells; actives 5.4% (n = 76,000)
NCI-H522 – NCI-H522 lung cancer; actives 8% (n = 78,000); AID 1794739
COLO 205 – COLO 205 colon cancer; actives 7.3% (n = 79,000)
NCI-H23 – NCI-H23 lung cancer; actives 4% (n = 80,000)
The depositor's hits bear a star; . = not tested or not shown; & = joins results of further samples. Rule for the calls: active = growth percent below 10; inactive = the rest.

The line under a structure holds: HT29	NCI-H460	NCI-H322M	RXF 393	NCI-H226	A498	NCI-H522	COLO 205	NCI-H23
- COc1ccccc1S(=O)Nc1ccccc1 (stereo unspecified)
  91	94	95	100	102	83	75	117	104
- COc1ccc2c(c1)[n+](=O)c(/C=C/C(=O)c1cc(OC)c(OC)c(OC)c1)c(C)n2[O-]
  47	82	110	38	85	99	-60*	32	80
- CC(C)=NOC(=O)Nc1cccc(Cl)c1
  107	105	98	.	.	100	85	111	94
- O=C(NCc1ccccc1)/C(=C/c1ccccc1)NC(=O)c1ccccc1
  93	103	104	94	98	91	90	110	104
- O=C(Nc1cc(Cl)cc2c1-c1ccc(Cl)cc1C2O)C(Cl)Cl (stereo unspecified)
  85	36	.	64	55	74	84	94	80
- COc1ccc(NCCCCN2C(=O)c3ccccc3OC=C2c2ccccc2)cc1
  84	103	96	111	90	101	70	74	96
- O=C(Nc1ccc(Cl)c(Cl)c1)OCc1ccco1
  34	26	57	56	64	71	5.5*	65	59
- CCCCCCCCCCCCCCCCC(Br)C(=O)O (stereo unspecified)
  108	108	115	105	96	95	80	119	110
- COc1cc(C(=O)OCC[N+](C)(C)C)cc(OC)c1OC
  109	109	113	109	103	123	91	123	92
- Clc1ncn[nH]1
  .	111	98	102	102	106	95	104	106
- CN1C(=O)N(C)N(Cc2ccccc2)C(=O)N1Cc1ccccc1
  95	103	101	115	106	99	.	102	116
- NC(=O)CCn1ccc2ccccc21
  105	107	121	111	98	.	100	108	99
- Cc1ccc2[nH]c(O)c(N=NC(=O)c3ccc(S(N)(=O)=O)cc3)c2c1
  112	103	106	112	99	98	85	119	98
- Cn1c(O)c(N=NC(=O)c2cc(-c3ccccc3)on2)c2ccccc21
  105	100	108	104	88	86	90	130	88
- Cn1cccc1-c1cc(-c2ccc(Br)cc2)n(C=O)c(=O)c1C#N
  103	103	94	99	101	89	88	119	84

Record cards, as listed above. Order of values: HT29 | NCI-H460 | NCI-H322M | RXF 393 | NCI-H226 | A498 | NCI-H522 | COLO 205 | NCI-H23
COc1ccc(NCCCCN2C(=O)c3ccccc3OC=C2c2ccccc2)cc1 across the screens: 84 | 103 | 96 | 111 | 90 | 101 | 70 | 74 | 96
Cn1cccc1-c1cc(-c2ccc(Br)cc2)n(C=O)c(=O)c1C#N across the screens: 103 | 103 | 94 | 99 | 101 | 89 | 88 | 119 | 84

Next results follow.
The line under a structure holds: HT29	NCI-H460	NCI-H322M	RXF 393	NCI-H226	A498	NCI-H522	COLO 205	NCI-H23
- COc1ccc2cc(Br)ccc2c1
  104	114	115	112	107	100	108	110	103
- O=C(O)c1ccccc1-c1ccccc1C(=O)Nc1ccc2oc(=O)c3ccccc3c2c1
  104	96	.	108	95	105	96	108	85
- O=C(OCCCCCCOC(=O)c1cccc2c(=O)c3ccccc3[nH]c12)c1cccc2c(=O)c3ccccc3[nH]c12
  110	102	105	111	102	104	89	104	108
- Cc1ccccc1Cn1cnc2ccc(-c3cc(NC(=O)c4ccc(NC5CCN(C)CC5)cc4)n[nH]3)cc21
  57	92	84	4.6*	68	48	57	71	75
- CCc1c(C(=O)Nc2cc(S(=O)(=O)N(CC)CC)ccc2O)[nH]c(C)c1C(N)=O
  109	108	90	106	107	90	91	100	103
- COc1ccc(-c2nnc(SCC(=O)Nc3ccc(/C(C)=N\O)cc3)n2-c2ccccc2)cc1OC
  91	102	76	32	82	92	35	99	69
- O=C(Nc1ncc([N+](=O)[O-])s1)c1c(-c2ccccc2)noc1CO
  100	102	95	98	95	93	76	112	89
- Nc1cc(C(=O)O)nc(N)n1
  100	108	100	103	97	86	91	102	99
- COc1ccc2c(c1)[C@@]1(C(=O)N2)C(C#N)=C(c2ccc(Cl)cc2)Nc2c1c(-c1ccccc1)nn2-c1ccccc1
  49	58	74	47	85	71	59	66	78
- COC(=O)[C@]12CCC(C)(C)C[C@H]1C1=CC[C@@H]3[C@@]4(C)C/C(=C/c5ccccc5)C(=O)C(C)(C)[C@@H]4CC[C@@]3(C)[C@]1(C)CC2
  96	105	82	108	94	106	91	111	99
- N#CCCC1=CC(CCC#N)(CCC#N)c2ccccc21
  102	113	116	123	107	119	99	107	103
- COc1cc(C2CC(c3ccc(Cl)cc3)=NN2C=O)ccc1OS(=O)(=O)c1ccc(C)cc1 (stereo unspecified)
  99	91	97	97	84	74	83	100	84
- COc1cc(-n2c(C)nc3ncn(-c4ccccc4)c3c2=O)cc(OC)c1OC
  106	105	110	112	.	101	107	117	105
- CCc1ccc(C(C(=O)O)N2CCN(c3cc(C)nn3-c3ccccc3)CC2)cc1 (stereo unspecified)
  125	102	99	104	105	.	93	123	98
- CC(O)CN(/N=C\c1ccc([N+](=O)[O-])o1)C(N)=O (stereo unspecified)
  103	107	97	114	105	107	82	111	98

Additional entries:
The line under a structure holds: HT29	NCI-H460	NCI-H322M	RXF 393	NCI-H226	A498	NCI-H522	COLO 205	NCI-H23
- Nc1ccc(S(=O)(=O)c2ccc(NCNc3nc(N)nc(N)n3)cc2)cc1
  114	107	123	129	110	103	100	118	112
- CCSC(SCC)SCC
  107	106	105	107	102	103	96	118	101
- N#Cc1ncc(-c2ccc(F)nc2)c(NC2CCCCCC2)n1
  96	104	109	83	89	64	77	99	94
- COc1ccccc1NC(=S)N(C)C
  110	104	111	101	99	103	.	105	108
- C1CCC(O[Si](OC2CCCCC2)(OC2CCCCC2)OC2CCCCC2)CC1
  96	103	93	115	103	97	84	111	104
- O=C1C=C(c2ccccc2)OC(=O)C1C(=O)c1ccccc1 (stereo unspecified)
  105	103&102	105&104	112&144	84&111	108&96	96&107	103&161	97&102
- CN1CCN(Cc2ccc(NC(=O)c3[nH]ncc3Nc3ncnc4[nH]ccc34)cc2)CC1
  1.3*	2.6*	3.3*	-70*	-21*	-59*	1.4*	-51*	-12*
- O=C1OC(c2ccc(-c3ccccc3)cc2)=C/C1=C/c1ccccc1
  98	97	102	96	86	76	81	112	99
- O=C(NO)c1ccc(Cn2c(=O)n(-c3ccccc3)c(=O)c3ccccc32)cc1
  41	39	39	-13*	41	-11*	-22*	-62*	-39*
- c1ccc(-c2nc3ccccc3nc2-c2ccccn2)nc1
  107	110	95	112	101	80	97	105	100
- O=C(N/N=C/c1ccc(Br)cc1)c1ccc(Cc2n[nH]c(=O)c3cccnc23)cc1
  103	106	.	83	91	103	94	102	91
- CCSc1nc(=S)cc(C)[nH]1
  110	107	93	123	103	107	92	125	123
- COc1ccc2occ(C3=C(c4cn(C)c5ccccc45)C(=O)NC3=O)c2c1
  42	98	96	82	87	54	58	69	90
- CNC(=O)c1cn(C2CC2)c2cc(N3CCN(C(C)=O)CC3)c(F)cc2c1=O
  94	102	.	107	102	91	97	102	97
- COc1cc(-c2nn(C(C)(C)C)cc2-c2ccnc(NCCCNS(=O)(=O)c3ccc(Br)cc3)n2)ccc1Cl
  57	66	87	27	87	47	.	85	72

6 consecutive compounds out of the list so far, quoted:
The line under a structure holds: HT29	NCI-H460	NCI-H322M	RXF 393	NCI-H226	A498	NCI-H522	COLO 205	NCI-H23
- c1ccc(-c2nc3ccccc3nc2-c2ccccn2)nc1
  107	110	95	112	101	80	97	105	100
- O=C(N/N=C/c1ccc(Br)cc1)c1ccc(Cc2n[nH]c(=O)c3cccnc23)cc1
  103	106	.	83	91	103	94	102	91
- CCSc1nc(=S)cc(C)[nH]1
  110	107	93	123	103	107	92	125	123
- COc1ccc2occ(C3=C(c4cn(C)c5ccccc45)C(=O)NC3=O)c2c1
  42	98	96	82	87	54	58	69	90
- CNC(=O)c1cn(C2CC2)c2cc(N3CCN(C(C)=O)CC3)c(F)cc2c1=O
  94	102	.	107	102	91	97	102	97
- COc1cc(-c2nn(C(C)(C)C)cc2-c2ccnc(NCCCNS(=O)(=O)c3ccc(Br)cc3)n2)ccc1Cl
  57	66	87	27	87	47	.	85	72

The list goes on.
The line under a structure holds: HT29	NCI-H460	NCI-H322M	RXF 393	NCI-H226	A498	NCI-H522	COLO 205	NCI-H23
- CN(CSc1ccccc1)c1ccc(CSc2ccccc2)cc1
  105	95	99	88	86	.	51	122	92
- Cc1ncc(CO)c2c1OC(C)(C)OC2
  107	112	105	111	102	76	110	90	104
- CCOc1ccccc1/C=C1\SC(=S)NC1=O
  114	98	118	113	97	85	.	106	100
- COc1ccc2nc(-c3ccc(Cl)cc3)cc(-c3nnc(SC/C(=N/O)c4ccccc4)o3)c2c1
  27	30	68	5.4*	43	64	46	31	26
- C#Cc1ccc(NC(=O)Cc2ccc(/C=C/C(=O)c3nccn3C)cc2)cc1
  6.8*	23	58	22	91	105	68	66	40
- COc1cc(NC(=O)Cn2c(-c3cncs3)nc3ccccc32)cc(OC)c1OC
  113	109	97	116	102	55	95	114	99
- CCS(=O)CC
  112	116	115	114	106	85	113	129	104
- COC(=O)C(CO)NC(c1ccccc1)(c1ccccc1)c1ccccc1 (stereo unspecified)
  101	99	94	89	89	97	90	115	108
- CC(C)(C)C(=O)C(=O)C(C)(C)C
  107	105	96	124	95	98	102	110	96
- Cc1n[nH]c2c([N+](=O)[O-])c(=O)[nH]c(=O)n12
  97	114	108	135	111	125	88	110	100
- CCOC=C(C(=O)OCC)C(=O)OCC
  108	106	105	97	94	101	106	113	104
- NC(C(=O)O)(c1ccccc1)c1ccc(Cl)cc1 (stereo unspecified)
  97	100	100	110	83	84	83	106	101
- NC(N)=NC(=O)c1nc(Cl)c(N)nc1N
  96	112	101	113	102	103	85	107	96
- Cc1ccccc1COc1ccc(-c2ccnn2-c2ccc(Cl)cc2)cc1
  18	58	97	60	70	58	29	71	77
- COC(=O)C(=O)C(C(=O)C(=O)Nc1cc(Cl)c(Cl)cc1Cl)c1nc2ccc([N+](=O)[O-])cc2[nH]c1=O (stereo unspecified)
  90	107	95	106	95	103	74	.	102

Next section
The line under a structure holds: HT29	NCI-H460	NCI-H322M	RXF 393	NCI-H226	A498	NCI-H522	COLO 205	NCI-H23
- COc1ccc(-c2c3c(nn2Cc2ccccc2)CCc2cnoc2-3)cc1OC
  107	93	109	.	122	78	103	113	101
- O=C(Nc1ccc(OCc2ccc(Br)cc2)cc1)c1ccc2nc(NC(=O)c3ccc(NCCc4ccccc4)c([N+](=O)[O-])c3)sc2c1
  85	102	98	83	89	123	92	102	95
- O=c1c2cnn(-c3ccccc3)c2n2c(Nc3ccccc3)nnc2n1-c1ccccc1
  101	77	86	.	71	.	93	91	85
- COc1cccc(-c2cc(=O)oc3cc(O)ccc23)c1
  102	75	97	91	88	127	85	104	97
- N#Cc1c(-c2ccccc2)nc(N2CCOCC2)[nH]c1=O
  107	105	94	100	101	101	75	109	99
- Cc1cc(=O)oc2cc(OCC(O)CNN3C(=O)c4cccc5c(NC6CCCCC6)ccc(c45)C3=O)ccc12 (stereo unspecified)
  111	100	104	115	91	120	92	109	93
- CCCCOc1ccc(C(C)(C)c2ccc(OCCCC)cc2)cc1
  102	113	99	125	104	126	92	121	103
- COc1ccc(S(=O)(=O)/N=c2\c3ccccc3cnn2C2=NCCN2S(=O)(=O)c2ccc(OC)cc2)cc1
  112	105	110	104	79	100	93	113	100
- C=C1CC2(OC1=O)C(=O)N(CCCN1C(=O)C3(CC(=C)C(=O)O3)c3ccccc31)c1ccccc12 (stereo unspecified)
  -52*	44	86	-61*	79	70	-78*	-59*	58
- COC(=O)c1nn(-c2ccccc2)c(N)c1C(=O)c1cccn1C
  99	100	97	96	82	101	88	99	93
- CCN1C(=O)N(CC)C2C1NC(=S)N2/N=C/C=C/c1ccccc1OC (stereo unspecified)
  2.8*	5.9*	44	35	.	-4.3*	4.5*	-46*	24
- Cn1c(=O)c2nc(CCC(=O)Nc3ccccc3)c(=O)[nH]c2n(C)c1=S
  106	102	104	107	98	112	101	123	102
- CCn1c(-c2ccc(Br)cc2)cc(-c2cccn2C)c(C#N)c1=O
  91	102	150	101	96	98	98	105	93
- COc1ccc(-c2cc(C(=O)Oc3ccc(C=O)cc3OC)nn2-c2ccc(S(C)(=O)=O)cc2)cc1
  110	105	106	122	104	126	68	133	96
- O=C(CSc1n[nH]c(-c2ccncc2)n1)Nc1ccc(Cl)cc1
  76	90	91	119	111	87	40	105	87

(continued)
The line under a structure holds: HT29	NCI-H460	NCI-H322M	RXF 393	NCI-H226	A498	NCI-H522	COLO 205	NCI-H23
- COc1cc(NCCCN(CC(C)C)C2CCCC2)c2ncccc2c1
  72	55	101	.	58	37	60	65	62
- COCC(C)(COP(=O)(N1CCOCC1)N1CCOCC1)CC(C)COP(=O)(N1CCOCC1)N1CCOCC1 (stereo unspecified)
  112	109	96	108	103	116	.	113	102
- COc1ccc(CCN2CC=Cn3c2nc2ccccc2c3=O)cc1
  13	6.0*	47	37	12	-7.4*	4.1*	-43*	25
- N#C/C(=C\c1ccc(Cl)cc1)C(=O)c1c[nH]c2ccccc12
  100	102	98	94	84	92	87	111	92
- Nc1ccc(C(=O)c2ccccc2)cc1
  109	109	103	115	99	91	107	.	100
- CCCCOC(=O)Cc1ccc(OC)c(OC)c1
  101	110	101	106	96	80	96	104	100
- CC(C)N1CCN(Cc2ccc3c(NNC(=O)c4ccccc4)nc4cc(F)ccc4n23)CC1
  31	4.0*	29	38	15	-16*	23	17	29
- COc1ccc(C(=O)N2NC(=O)/C(=C/c3cn(-c4ccccc4)nc3-c3ccccc3)N=C2c2ccccc2)cc1
  99	106	97	104	102	78	96	120	97
- CCCCN(CCCC)CC(O)c1cc2ccc(C(F)(F)F)cc2c2cc(C(F)(F)F)ccc12 (stereo unspecified)
  63	94	82	77	81	98	78	76	80
- c1ccc(-c2noc(-c3ccccc3)n2)cc1
  .	105	107	96	89	108	99	111	86
- Cc1ccc(C(=O)c2ccc(CC(=O)N/N=C/c3cc4ccccc4[nH]3)n2C)cc1
  106	99	100	103	85	89	81	106	85
- COC(=O)c1c2c(n(-c3ccccc3)c1C)C=CCC2
  103	101	94	109	104	98	89	108	96
- C[C@@H]1N=C(c2ccc3ncccc3c2)Nc2nc3ccccn3c2C1=O
  108	97	96	109	100	100	93	115	91
- O=C(Cn1c[n+](CC(=O)c2ccc(F)cc2F)c2ccccc21)Nc1cccc2cccnc12
  105&90	109&116	102&87	106&98	89&91	109&121	96&78	107&91	101&85
